Screening results from PubChem.
PLK1 inh – PLK1 (human) kinase inhibition. recombinant PLK1 kinase, TR-FRET peptide phosphorylation. 97,000 tested, 0.53% active. inhibition, % at 10 µM. AID 619;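 active means inhibition of 50% or more in the single-concentration screen; inactive means inhibition below 50%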;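 further: 0% = DMSO max control and 100% = H-89 dihydrochloride min control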
cytoskel mod – cytoskeleton assembly modification. AID 836. HUVEC TNFa F-actin phalloidin imaging, high content. inhibition, % at 2 µM. 91,000 tested, 0.18% active;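 active means inhibition above the batch mean plus 3 SD and confirmed as a hit by visual image inspection, cut at about 30% in these data, passing the limit was not always enough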; further: strong numbers were not always called active
VCAM1 TNFa inh – reduces TNF alpha induced VCAM1 expression in HUVEC; 95,000 tested, 0.48% active; inhibition, % at 2 µM; HUVEC TNFa-induced VCAM-1 immunofluorescence, high-content imaging; AID 802;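 active means inhibition above the batch mean plus 3 SD, with images confirmed as a hit by eye, cut at about 37% in these data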;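 further: 0% = TNF-stimulated DMSO wells and 100% = unstimulated control wells; not every result past the cut was called active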
hDAT+cocaine – modulates human dopamine transporter uptake under cocaine; Q01959; LLC-PK1 hDAT cells, [14C]-dopamine uptake with cocaine IC80; actives deviate in either direction; B-score at 10 µM; 110,000 tested, 1.3% active; AID 449768;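 active means Z score or B-score, a plate-position-corrected score, falls beyond the plate's 99.7% confidence bounds, in either direction; inactive means both scores lie inside the 99.7% bounds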;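 further: scored against the spread of the other compound wells on the same plate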
Target sequence (Q01959 whole entry, looked up): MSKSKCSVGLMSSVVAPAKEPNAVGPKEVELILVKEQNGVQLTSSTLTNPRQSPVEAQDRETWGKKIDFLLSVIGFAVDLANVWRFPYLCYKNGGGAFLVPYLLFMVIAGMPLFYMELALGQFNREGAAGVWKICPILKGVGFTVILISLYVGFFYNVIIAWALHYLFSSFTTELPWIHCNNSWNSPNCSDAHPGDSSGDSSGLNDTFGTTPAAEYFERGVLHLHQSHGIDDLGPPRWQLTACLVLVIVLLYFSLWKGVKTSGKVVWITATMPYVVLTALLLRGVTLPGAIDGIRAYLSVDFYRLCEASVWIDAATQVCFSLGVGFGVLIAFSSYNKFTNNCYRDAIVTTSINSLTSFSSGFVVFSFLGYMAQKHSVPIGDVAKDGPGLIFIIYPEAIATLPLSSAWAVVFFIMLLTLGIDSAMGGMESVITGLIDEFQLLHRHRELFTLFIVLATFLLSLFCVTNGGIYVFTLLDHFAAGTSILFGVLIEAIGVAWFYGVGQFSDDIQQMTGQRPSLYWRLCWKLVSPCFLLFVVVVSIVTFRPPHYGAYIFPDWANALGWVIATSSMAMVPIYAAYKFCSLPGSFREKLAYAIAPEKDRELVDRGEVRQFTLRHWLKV
HUVEC tox IL1B – toxic to HUVEC cells under IL-1B stimulation | cell count reduction, % at 2 µM | AID 845 | 94,000 tested, 0.41% active | HUVEC cell count loss, Hoechst imaging, IL-1B stimulated;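 active means cell count reduction more than 3 SD above the screen-wide mean, cut at about 70% in these data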;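 further: normalized per plate to untreated control cells as the no-loss baseline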
sEH inhibitor – soluble epoxide hydrolase (human) inhibition; P34913; 91,000 tested, 0.34% active; recombinant human sEH enzymatic activity assay; inhibition, % at 2 µM; in the data active means inhibition above about 80%; further: values of inactives mirror those of a sister screen read the other way; many of its hits are not listed in these tables
E coli WT exp – E. coli BW25113 growth inhibition, expanded screen; growth inhibition, % at 100 µM; OD600 absorbance; 98,000 tested, 0.15% active;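 active means growth inhibition above about 50% at one test dose, limit read from the data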;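 further: growth measured after 20 h incubation at 37 °C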
HUVEC tox TNFa – HUVEC cytotoxicity counter-screen, TNF alpha stimulated; AID 848; cell count reduction, % at 2 µM; HUVEC TNFalpha-stimulated, Hoechst cell count, imaging; 93,000 tested, 0.17% active;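 active means cell count reduction exceeding the screen mean by over 5 SD, scaled to untreated wells per plate, cut at about 78% in these data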;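 further: cells counted after 24 h of TNF alpha exposure following the 1 h pretreatment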
Plk1 PBD FP – inhibitors of human Plk1 polo box domain binding. P53350. 97,000 tested, 0.13% active. inhibition, %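 (tested at about 20 µM)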. Plk1 PBD phosphopeptide binding, fluorescence polarization; in the data active means inhibition above about 34%, passing the limit was not always enough
Starred values were filed as active, the others as inactive; x = not tested or not shown.

SMILES	PLK1 inh	cytoskel mod	VCAM1 TNFa inh	hDAT+cocaine	HUVEC tox IL1B	sEH inhibitor	E coli WT exp	HUVEC tox TNFa	Plk1 PBD FP
CN1CCN(CCNC(=O)c2cc3c(=O)n(C)c4ccccc4c3n2C)CC1	6	3	-6	0.45	7	0	2	13	-16
Cc1ccc(S(=O)(=O)CCSc2nc(C)cc(C(F)(F)F)c2C#N)cc1	-12	2	14	-0.21	-19	12	x	-3	8
CCc1ccccc1NC(=O)CSc1nnc([C@@H]2CCCN2C(=O)OC(C)(C)C)o1	-5	19	20	0.36	-26	-4	12	-41	-4
COc1ccc(C2Sc3nncn3N2Cc2ccc(C#N)cc2)cc1 (stereo unspecified)	-12	14	-11	0.34	-9	11	-4	-8	-7
Cc1c(C(=O)Nc2ccccc2)oc2c1C(=O)CC(C)(C)C2	-11	-8	-1	1.9	37	-2	6	10	-23
Fc1ccc(Oc2nccc(-c3ccc(Cl)cc3)n2)cc1	-7	-8	1	-1	-37	-6	-3	-2	11
CCn1c(-c2nn(C)c(C)c2Cl)n[nH]c1=S	-5	-4	9	0.51	1	0	x	-19	3
COc1ccc(N2CCN(/C(=N\S(=O)(=O)c3ccccc3)Nc3nc(C)cc(C)n3)CC2)cc1	-1	-6	11	1.3	-9	-2	-2	-7	12
CCC(CC)NC(=O)COC(=O)c1ccc(OCC(=O)Nc2ccccc2OC)c(OC)c1	-10	8	-13	-2	0	83*	2	-15	-5
Cc1cc(C(=O)CSc2nnc(N)s2)c(C)n1CCc1ccc(Cl)cc1	-10	-11	-13	0.27	-6	6	-14	-10	-14
Clc1ccc(OCCCc2nc(-c3cccnc3)no2)c(Cl)c1	-4	-10	-4	0.61	-30	-9	9	-21	-3
CCCCCCCOc1ccc(OC(=O)c2cccnc2)cc1	4	-8	-11	-0.97	-91	6	-4	-17	13
O=C(NCCN1CCOCC1)N1c2ccccc2Sc2ccccc21	-9	-9	-39	-2.3	-7	-5	3	-29	-16
Cc1nn2c(C)nc3sc4c(c3c2nc1=O)CC(C)(C)OC4	-12	-33	5	-0.72	-12	10	1	-7	-1
COC(=O)c1[nH]nc2c1C(=O)N(C1CCCCC1)C2=O	-9	15	15	0.3	-8	-8	0	-14	-3
COc1ccc(Br)cc1C1SCCN1S(C)(=O)=O (stereo unspecified)	-11	-20	11	0.13	-1	x	-5	1	7
O=C(c1ccc(N2CCOCC2)nc1)N1CCOCC1	-8	12	11	0.41	7	6	5	-21	5
COc1ccc(C(NC(=O)/C=C\c2ccco2)c2ccc(OC)c(OC)c2)cc1 (stereo unspecified)	-9	-8	13	0.84	-51	6	-12	-3	-13
CCOC(=O)C1=C(C)N=C2SC(C(=O)OC)=CC(=O)N2C1c1ccc(F)cc1 (stereo unspecified)	1	9	13	-0.21	-66	5	5	-13	-16
Cc1nc2cc(-c3ccccc3)nn2c(C)c1CCC(=O)N1CCN(c2ccccc2)CC1	-12	3	-1	0.073	-18	-6	-4	-17	-12
Cc1cccc(N2CCN(CC(=O)Nc3ccccc3[N+](=O)[O-])CC2)c1C	-9	10	-2	0.19	-8	10	-11	-4	7
C=CCc1ccccc1OCC(O)CN1CCN(c2ccccc2F)CC1 (stereo unspecified)	-5	-12	-7	-0.14	36	-6	13	-9	8
Cn1c(=S)[nH]c2ccccc21	-1	x	-6	-0.36	0	4	8	-55	13
O=C(CP(=O)(c1ccccc1)c1ccccc1)Nn1cnnc1	-2	-4	-20	0.0023	20	0	-10	1	-23
Cc1nn(C)c(C)c1NC(=O)CN1CCC(O)(c2ccc3c(c2)OCO3)CC1	-6	2	20	0.75	-28	0	4	-10	-8

Reprinted from the part before: 2 compounds, followed by the next part.
SMILES	PLK1 inh	cytoskel mod	VCAM1 TNFa inh	hDAT+cocaine	HUVEC tox IL1B	sEH inhibitor	E coli WT exp	HUVEC tox TNFa	Plk1 PBD FP
O=C(CP(=O)(c1ccccc1)c1ccccc1)Nn1cnnc1	-2	-4	-20	0.0023	20	0	-10	1	-23
Cc1nn(C)c(C)c1NC(=O)CN1CCC(O)(c2ccc3c(c2)OCO3)CC1	-6	2	20	0.75	-28	0	4	-10	-8
NC(=O)/C(=C/c1ccco1)NC(=O)c1ccc(Br)o1	-5	2	-7	0.34	8	-8	x	-11	-9
COc1ccc(-n2nnc3c(=O)n(CC(=O)N4CCCC4)cnc32)cc1	-9	-15	-28	-0.13	5	-7	-6	-18	-9
Fc1ccc(-c2nnc3ccc(N4CCc5ccccc5C4)nn23)cc1	4	7	-12	0.52	-3	9	2	-23	13
COc1ccccc1-c1nc(C#N)c(N2CCN(c3ccccc3)CC2)o1	-6	-4	-10	0.8	-2	8	-10	-8	-10
O=S(=O)(c1cccc(S(=O)(=O)N2CCCC2)c1)c1cccc(S(=O)(=O)N2CCCC2)c1	-9	39	-8	-0.75	-16	8	-15	-13	28
Cc1ccc(C)c(SCC(=O)OCC(=O)c2ccco2)c1	-4	x	23	-0.18	-63	-10	0	-14	1
CCCCC(=O)NC(Nc1ccc(C)cn1)(C(=O)OCC)C(F)(F)F (stereo unspecified)	-20	0	-3	-0.13	-134	-10	9	2	-8
COc1ccc(C(C)=O)cc1CSCCC(=O)O	-12	-23	12	-0.22	-16	0	0	3	26
Cc1cccc(C)c1NC(=O)C(NC=O)c1ccc(Cl)cc1 (stereo unspecified)	-12	17	5	-0.067	-6	0	-2	-6	-3
O=C1C(=O)N(CCCn2ccnc2)C(c2cccnc2)/C1=C(/O)c1ccccc1 (stereo unspecified)	-15	13	-2	x	39	20	x	-14	16
Oc1ccc(Br)cc1-c1cc(-c2ccccc2)n[nH]1	0	-5	5	-0.06	-8	-6	x	-12	-9
CCCNC(=O)Nc1ccc2c(c1)nc(C)n2C	-10	20	5	-1.2	-7	2	-1	4	-4
COc1cc2c(cc1OC)C(c1cccs1)CC(=O)N2 (stereo unspecified)	-4	-3	6	0.25	1	-2	2	7	-4
O=C(CSc1nc(-c2ccco2)cc(C(F)(F)F)n1)Nc1ccc2c(c1)OCO2	-7	x	x	-0.9	-49	49	x	x	-10
Cc1nnc(NC(=O)Cn2cnc3c2c(=O)n(C)c(=O)n3C)s1	-3	0	-20	-0.6	-7	-5	x	7	-12
Nc1nc(C(=O)N2CCOCC2)nn1S(=O)(=O)c1ccc(Cl)cc1	-7	3	7	0.11	92*	0	5	1	-20
CC(C)(CNc1ccc([N+](=O)[O-])cc1Cl)CNS(C)(=O)=O	0	9	39	-0.097	-162	-1	5	4	-32
O=C(CSc1nnnn1Cc1ccccc1)c1ccccc1	7	-7	-26	-1.4	5	-8	26	17	8
O=C(NCc1ccccc1)c1cccc(COc2ccccc2Cl)c1	-3	20	-5	-0.45	-59	24	-11	-16	-12
Nc1nc(Cl)cc(Sc2ccc(F)cc2)n1	-9	35	0	1.1	11	9	-6	-15	-14
COc1ccccc1C1CC(c2ccc(Cl)cc2)Nc2ncnn21 (stereo unspecified)	-8	6	-15	2.2	-9	2	10	18	-22
CCc1ccc(-c2cc(C(=O)NN3CCOCC3)c3ccccc3n2)cc1	-15	-8	1	0.48	x	-7	-1	-24	-13
CCCC(=O)Nc1ccc(S(=O)(=O)Nc2cc(C)nc(C)n2)cc1	-3	-16	1	0.0021	8	-5	4	-24	-5
CC(=O)COC(=O)CCc1nc2ccccc2[nH]c1=O	-13	3	6	-0.42	-58	-10	-1	0	-14
O=C(c1ccc(CS(=O)(=O)c2c(Cl)cccc2Cl)o1)N1CCCC1	-2	-8	-4	0.042	-28	6	2	-10	6
SMILES	PLK1 inh	cytoskel mod	VCAM1 TNFa inh	hDAT+cocaine	HUVEC tox IL1B	sEH inhibitor	E coli WT exp	HUVEC tox TNFa	Plk1 PBD FP
Cc1cc(Br)ccc1NC(=O)CCN1C(=O)c2ccncc2C1=O	-5	-1	-2	-1.9	-34	16	-4	-16	-28
Cc1cc(C)cc(NC(=S)NCC2CCCO2)c1 (stereo unspecified)	-8	-46	7	-0.43	-5	4	1	19	19
O=C(NCCO)c1c(O)c2cccc3c2n(c1=O)CC3	1	23	6	-0.49	-15	-11	6	-5	3
CSc1nc(C)c(CCOC(=O)c2ccccc2)c(=O)[nH]1	-14	-18	-10	-1.1	-12	-8	-13	8	21
Clc1ccc(Cn2c(-c3cccnc3Cl)nc3ccccc32)cc1	-3	5	3	-2.3	-32	-4	0	3	12
COC(=O)CSc1nnc(-c2ccncc2)o1	-6	-35	-2	0.036	0	-12	1	-3	-6
CCOC(=O)c1cc(NC(=O)N(CC)C2CCCCC2)c(C)nc1C	-11	-12	-7	1.1	-10	12	-2	-21	16
COc1cc2c(cc1OC)C(C(=O)N1CCN(c3ccccn3)CC1)C(c1cccs1)N(C)C2=O (stereo unspecified)	-5	4	-8	x	8	-1	1	-11	8
O=[N+]([O-])c1ccc(Cl)c(/C=N/N2CCN(C3c4ccccc4-c4ccccc43)CC2)c1	-10	-24	1	-0.5	-7	2	-16	8	-22

14 entries already listed, ordered by formula weight, descending.
SMILES	PLK1 inh	cytoskel mod	VCAM1 TNFa inh	hDAT+cocaine	HUVEC tox IL1B	sEH inhibitor	E coli WT exp	HUVEC tox TNFa	Plk1 PBD FP
COc1cc2c(cc1OC)C(C(=O)N1CCN(c3ccccn3)CC1)C(c1cccs1)N(C)C2=O (stereo unspecified)	-5	4	-8	x	8	-1	1	-11	8
O=[N+]([O-])c1ccc(Cl)c(/C=N/N2CCN(C3c4ccccc4-c4ccccc43)CC2)c1	-10	-24	1	-0.5	-7	2	-16	8	-22
O=C(c1ccc(CS(=O)(=O)c2c(Cl)cccc2Cl)o1)N1CCCC1	-2	-8	-4	0.042	-28	6	2	-10	6
CCc1ccc(-c2cc(C(=O)NN3CCOCC3)c3ccccc3n2)cc1	-15	-8	1	0.48	x	-7	-1	-24	-13
Clc1ccc(Cn2c(-c3cccnc3Cl)nc3ccccc32)cc1	-3	5	3	-2.3	-32	-4	0	3	12
O=C(NCc1ccccc1)c1cccc(COc2ccccc2Cl)c1	-3	20	-5	-0.45	-59	24	-11	-16	-12
CCCC(=O)Nc1ccc(S(=O)(=O)Nc2cc(C)nc(C)n2)cc1	-3	-16	1	0.0021	8	-5	4	-24	-5
CCOC(=O)c1cc(NC(=O)N(CC)C2CCCCC2)c(C)nc1C	-11	-12	-7	1.1	-10	12	-2	-21	16
O=C(CSc1nnnn1Cc1ccccc1)c1ccccc1	7	-7	-26	-1.4	5	-8	26	17	8
CSc1nc(C)c(CCOC(=O)c2ccccc2)c(=O)[nH]1	-14	-18	-10	-1.1	-12	-8	-13	8	21
CC(=O)COC(=O)CCc1nc2ccccc2[nH]c1=O	-13	3	6	-0.42	-58	-10	-1	0	-14
Cc1cc(C)cc(NC(=S)NCC2CCCO2)c1 (stereo unspecified)	-8	-46	7	-0.43	-5	4	1	19	19
Nc1nc(Cl)cc(Sc2ccc(F)cc2)n1	-9	35	0	1.1	11	9	-6	-15	-14
COC(=O)CSc1nnc(-c2ccncc2)o1	-6	-35	-2	0.036	0	-12	1	-3	-6
